# Compound activity as filed in PubChem BioAssay.
# HIV Rev-RRE inh = HIV Rev-RRE protein-RNA interaction inhibition; Rev peptide-RRE RNA binding, FRET; hit rate 0.79% among 97,000; inhibition, % at 8 µM;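 active = inhibition above the screen-wide mean plus 3 SD, cut at about 35% in these data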;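 note: 0% = median DMSO wells and 100% = median Neomycin B control wells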
# Target sequence (P05866 whole entry, looked up): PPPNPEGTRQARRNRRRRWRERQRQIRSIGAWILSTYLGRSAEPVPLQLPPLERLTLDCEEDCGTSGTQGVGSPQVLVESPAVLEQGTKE
#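 Material: labelled RRE RNA duplex and labelled Rev peptide / Buffer or medium: HEPES pH 7.5 salt buffer with EDTA / Compound dosing: single point, 8 µM final nominal compound concentration / Benchmarks: DMSO low control, neomycin B high control / Timing: 5 min preincubation and 15 min binding, 25 °C / Technique: FRET fluorescence readout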
# FAK inh = inhibitors of human focal adhesion kinase; hit rate 0.84% among 97,000; Q05397; inhibition, %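 (tested at 7 µM)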; biochemical FAK kinase activity assay; in the data active = inhibition above about 19%;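 note: 0% = DMSO and 100% = reference compound high control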
# PLK1 PBD inh = inhibitors of human Plk1 polo box domain binding; Plk1 PBD phosphopeptide binding, fluorescence polarization; AID 693; inhibition, %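 (tested at about 20 µM)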; P53350; hit rate 0.13% among 97,000; in the data active = inhibition above about 34%, passing the limit was not always enough
# F-actin modifier = modifiers of cytoskeleton assembly | HUVEC TNFa F-actin phalloidin imaging, high content | inhibition, % at 2 µM | hit rate 0.18% among 91,000 | AID 836;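 active = inhibition above the batch mean plus 3 SD and confirmed as a hit by visual image inspection, cut at about 30% in these data, passing the limit was not always enough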; note: strong numbers were not always called active
# EphB4 ephrin blk = antagonists of human EphB4-ephrin-B2 interaction; EphB4 LBD / TNYL-RAW-Alexa532 peptide, fluorescence polarization; AID 720; inhibition, % at 7 µM; hit rate 0.15% among 97,000;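 active = inhibition above the screen-wide mean inhibition plus 3 SD, cut at about 15% in these data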;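 note: 0% = DMSO wells and 100% = excess unlabeled TNYL-RAW peptide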
# PTPN22 inh 2 = LYP (human) phosphatase inhibition. recombinant LYP catalytic domain, DiFMUP fluorescence. inhibition, % at 2 µM. hit rate 0.21% among 96,000;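 active = inhibition at 2 µM at or above a set limit, the screen mean plus 3 SD, cut at about 24% in these data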;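 note: 0% = DMSO with enzyme and 100% = enzyme fully blocked by orthovanadate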
# Target sequence (Q9Y2R2 whole entry, looked up, the tested form may be a part): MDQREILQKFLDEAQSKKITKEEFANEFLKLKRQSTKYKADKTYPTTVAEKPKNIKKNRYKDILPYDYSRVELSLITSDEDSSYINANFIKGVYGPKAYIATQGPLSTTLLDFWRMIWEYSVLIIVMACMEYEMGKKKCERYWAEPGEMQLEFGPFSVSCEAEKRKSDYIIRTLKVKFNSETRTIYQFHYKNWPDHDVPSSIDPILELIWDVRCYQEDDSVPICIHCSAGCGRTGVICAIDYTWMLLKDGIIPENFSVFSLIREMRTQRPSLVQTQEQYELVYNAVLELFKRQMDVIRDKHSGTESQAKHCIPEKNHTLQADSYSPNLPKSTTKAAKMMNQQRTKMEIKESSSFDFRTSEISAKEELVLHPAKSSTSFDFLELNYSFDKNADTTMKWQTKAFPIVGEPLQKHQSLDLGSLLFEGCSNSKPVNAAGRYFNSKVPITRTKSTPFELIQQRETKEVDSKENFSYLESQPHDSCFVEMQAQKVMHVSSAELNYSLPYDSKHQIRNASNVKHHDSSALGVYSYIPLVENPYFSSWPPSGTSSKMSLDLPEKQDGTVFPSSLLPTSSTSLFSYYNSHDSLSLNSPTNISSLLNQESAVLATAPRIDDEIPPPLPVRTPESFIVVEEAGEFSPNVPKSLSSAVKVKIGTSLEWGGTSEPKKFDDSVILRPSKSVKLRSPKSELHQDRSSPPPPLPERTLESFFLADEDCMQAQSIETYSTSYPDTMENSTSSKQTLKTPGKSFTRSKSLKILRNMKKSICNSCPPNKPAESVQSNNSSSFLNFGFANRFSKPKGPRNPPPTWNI
# PTK2B oligo ant = antagonists of human Pyk2 oligomerization | Q293 cells, Pyk2 FERM NanoBiT luminescence; active compounds read low | z-score (the deposit names both 25 µM and 10 µM) | hit rate 0.83% among 99,000;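 active = Z-score of -3 or lower, scaled per plate to the spread of control and sample wells; inactive = z-score above -3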;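 note: negative z-score means lost luminescence so less FERM oligomerization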
# PLK1 kinase inh = inhibitors of human PLK1 kinase | P53350 | recombinant PLK1 kinase, TR-FRET peptide phosphorylation | inhibition, % at 10 µM | hit rate 0.53% among 97,000;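 active = inhibition of 50% or more in the single-concentration screen; inactive = inhibition below 50%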;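 note: 0% = DMSO max control and 100% = H-89 dihydrochloride min control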
# PTPN22 act = LYP (human) phosphatase activation; Q9Y2R2; recombinant LYP, DiFMUP fluorescence; 0 = plate median, 100 = signal doubled; activation, % at 2 µM; hit rate 0.11% among 96,000; AID 697;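 active = activation at 2 µM above a set limit, the mean plus 5 SD, cut at about 37% in these data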
# An asterisk follows results filed as active; / = no result given.
1	CCC(C)Sc1nc2c(c(=O)[nH]c(=O)n2C)n1CC(O)COc1cccc2ccccc12 (stereo not given)
2	CCOC(=O)CSc1nnc(NC(=O)c2cccc(S(=O)(=O)N3CCCC3)c2)s1
3	C/C(=N\NC(=O)CN1CCOCC1)C(C)(C)C
4	Cc1cc(C(=O)NN=C2C3CC4CC(C3)CC2C4)c2ccccc2n1
5	COc1ccccc1NC(=O)CSCC(N)=O
6	COC(=O)c1cccnc1NC(=S)NNC(=O)c1ccccc1
7	O=C(Nc1ccccc1)N(CCCN1CCOCC1)Cc1cccs1
8	CSc1nc(N)c(C#N)c(-c2ccc(Cl)cc2)c1C#N
Compound,1,2,3,4,5,6,7,8
HIV Rev-RRE inh,-1,5,6,7,-2,12,3,4
FAK inh,-2,-2,2,4,0,-2,-3,1
PLK1 PBD inh,-7,11,-1,3,5,9,14,-20
F-actin modifier,18,6,23,-47,1,-17,9,-1
EphB4 ephrin blk,-2,7,10,2,-5,4,-4,0
PTPN22 inh 2,2,-6,8,17,-7,15,-4,-3
PTK2B oligo ant,-0.93,0.13,0.05,-0.79,0.52,0.73,/,-2.5
PLK1 kinase inh,-3,-6,-9,-14,-4,2,-5,-12
PTPN22 act,-3,4,-3,-14,7,-15,0,1

9	CC(C)OCCCNC(=O)c1ccc(CS(=O)(=O)Cc2ccccc2F)o1
10	O=c1ccc(=O)n2n1CC(O)C2
11	COC(=O)c1ccccc1NC(=O)CSc1nnc(Cc2ccc(Cl)cc2)o1
12	Cc1ccc(NC(=O)CCNS(=O)(=O)c2ccc3c(c2)oc(=O)n3C)cc1
13	O=C(NCCc1ccc(Cl)cc1)C1CCN(S(=O)(=O)N2CCCCC2)CC1
14	OCC#Cc1cnc2ccccc2c1
15	O=C(N/N=C/c1ccc[nH]1)c1cccnc1
16	Cc1ccc2c(c1)CC1(CN2C)C(=O)OC2(CCCCC2)OC1=O
Compound,9,10,11,12,13,14,15,16
HIV Rev-RRE inh,-7,14,9,3,5,3,6,0
FAK inh,0,-4,2,3,0,-6,0,-1
PLK1 PBD inh,-10,-8,-27,3,-8,-9,-28,11
F-actin modifier,26,4,-8,37,0,-40,0,9
EphB4 ephrin blk,-4,3,-1,10,-6,-6,-4,1
PTPN22 inh 2,-10,-8,-5,9,-10,-5,-28,1
PTK2B oligo ant,0.29,0.05,0.68,0.52,-0.73,0.5,2.4,0.59
PLK1 kinase inh,-11,-7,-2,-10,4,-5,-5,-7
PTPN22 act,13,6,6,-11,7,3,31,0

17	Cn1[nH]c(=O)c(Cl)c(Cl)c1=O
18	CCCc1cc(=O)[nH]c(/N=C(\N)Nc2ccccc2)n1
19	COCCn1nnnc1C(c1ccc(OC)cc1OC)N1CCN(c2ccccc2F)CC1 (stereo not given)
20	CCOC(=O)c1sc2nc(N3CCOCC3)c3c(c2c1N)CCN(C)C3
21	CCOC(=O)c1cccc(NC(=O)C2CCN(S(=O)(=O)c3cccs3)CC2)c1
22	CC(NC(=O)OCc1ccccc1)C(=O)N1CC(O)CC1C(=O)O (stereo not given)
23	COc1ccc(OC(C)C(=O)Nc2cccc(OC)c2)cc1 (stereo not given)
24	Cc1cccc2[nH]c3c(N4CCC5(CC4)OCCO5)ncnc3c12
Compound,17,18,19,20,21,22,23,24
HIV Rev-RRE inh,2,0,5,3,15,5,-6,4
FAK inh,0,0,5,3,0,-1,-5,6
PLK1 PBD inh,-14,-3,-6,-9,-19,-25,16,-15
F-actin modifier,0,5,0,11,13,11,-2,-35
EphB4 ephrin blk,4,3,6,5,-1,6,0,12
PTPN22 inh 2,10,-4,-1,-4,-14,-2,14,-5
PTK2B oligo ant,0.55,0.39,-4.4*,/,-1.6,0.91,-0.56,-0.8
PLK1 kinase inh,-6,-12,-3,-15,-26,-9,-2,-10
PTPN22 act,-11,7,-1,-2,16,2,-16,9

25	COc1ccc(C(=O)Nc2ccc(S(=O)(=O)Nc3nccc(C)n3)cc2)cc1OC
26	COC(=O)c1ccccc1OCc1cccc(C)n1
27	Cc1cccc(-c2nsc(SCC(=O)N3CCCC3)n2)c1
28	CC(C1CC2CCC1C2)n1c(COc2ccccc2F)nnc1SCC(N)=O (stereo not given)
29	S=C(c1ccc2c(c1)OCO2)N1CCCC1
30	OCc1nn2c(c1Br)NC(c1ccccc1)CC2C(F)(F)F (stereo not given)
31	CCn1c(CNc2ccc(F)cc2)nnc1SCC(=O)OC1CCCCC1
32	CC1CN(c2cc(=O)n(-c3cccc(Br)c3)c(=O)[nH]2)CC(C)O1 (stereo not given)
Compound,25,26,27,28,29,30,31,32
HIV Rev-RRE inh,-10,2,5,6,8,1,7,/
FAK inh,0,-4,-5,10,0,-1,11,/
PLK1 PBD inh,-19,-10,7,-16,-34,-13,-5,-13
F-actin modifier,/,22,-14,0,6,4,-38,4
EphB4 ephrin blk,-3,2,-4,5,-1,-8,1,/
PTPN22 inh 2,-9,8,-3,22,-12,-5,-1,0
PTK2B oligo ant,1.1,-0.09,0.45,-0.66,-0.08,0.42,0.15,/
PLK1 kinase inh,-1,-5,0,-8,-15,-16,2,-9
PTPN22 act,10,-10,2,-20,7,5,-1,-2

# An excerpt from above with just FAK inh and PTK2B oligo ant:
no.	SMILES	FAK inh	PTK2B oligo ant
29	S=C(c1ccc2c(c1)OCO2)N1CCCC1	0	-0.08
30	OCc1nn2c(c1Br)NC(c1ccccc1)CC2C(F)(F)F (stereo not given)	-1	0.42
31	CCn1c(CNc2ccc(F)cc2)nnc1SCC(=O)OC1CCCCC1	11	0.15

# Other entries follow.
33	CC(C)(C)C1CCC2(CC1)NC(=S)N(c1ccccc1)N2 (stereo not given)
34	CCC(CC)C(=O)NCCc1ccc(F)cc1
35	O=C(O)C(=O)/C(=C\c1ccccc1)c1ccc2ccccc2n1
36	Cc1ccc(O)c(CNc2nc3ccccc3n2C)c1
37	COc1cc(CCC(=O)OCC(=O)Nc2nc(C)c(Cl)cc2Cl)cc(OC)c1OC
38	CCOc1cnc(-c2ccc(Cl)cc2)o1
39	COc1ccc(NC2C=CS(=O)(=O)C2)c(OC)c1 (stereo not given)
40	CCOC(=O)C(C)Sc1nnc(Cc2cc(=O)[nH]c(=O)[nH]2)n1-c1ccc(OCC)cc1 (stereo not given)
Compound,33,34,35,36,37,38,39,40
HIV Rev-RRE inh,-3,3,78*,6,8,-1,3,-1
FAK inh,-1,-2,0,-4,-1,2,-2,3
PLK1 PBD inh,19,27,-19,-12,7,-4,1,-9
F-actin modifier,-3,/,6,20,-6,-3,/,-10
EphB4 ephrin blk,1,1,0,3,2,-6,1,-1
PTPN22 inh 2,-1,10,-9,-2,-6,6,-6,-1
PTK2B oligo ant,0.92,0.33,-0.51,-0.21,-0.4,0.87,-0.33,/
PLK1 kinase inh,-11,4,-13,-15,-19,-11,25,-13
PTPN22 act,-2,-10,6,5,8,-3,4,-1

41	COc1ccc(S(=O)(=O)N(C)CC(=O)O)c2ccccc12
42	CN1CCN(/C=N/c2c(C#N)cnn2-c2ccccc2)CC1
43	CC1=C/C(=N\OS(=O)(=O)c2ccccc2)C=CC1=O
44	CCOC(=O)Cn1cc(C(=O)c2ccco2)c2ccccc21
45	CC(=O)Nc1cccc(NC(=O)C2CCCN2C(=O)Nc2ccc(C)cc2)c1 (stereo not given)
46	Cc1c(=O)n(OCc2ccccn2)c2ccccc2[n+]1[O-]
47	COC(=O)c1cc(-c2c(C)oc3cc(OC)ccc3c2=O)c(C)o1
48	Cc1cc(N)c(NC2=CC(=O)CC(C)(C)C2)cc1C
Compound,41,42,43,44,45,46,47,48
HIV Rev-RRE inh,6,4,3,-3,7,10,1,8
FAK inh,-1,0,1,-4,-1,2,-1,-3
PLK1 PBD inh,-22,7,-2,11,-8,20,-22,18
F-actin modifier,-1,-15,14,-20,-7,2,39,-58
EphB4 ephrin blk,-7,-6,-3,-4,5,-3,4,6
PTPN22 inh 2,2,2,-5,-7,8,-7,5,-1
PTK2B oligo ant,2.7,-0.01,-0.44,-0.59,0.21,-0.6,0.82,0.61
PLK1 kinase inh,-4,-9,0,2,-1,-2,-2,-19
PTPN22 act,-1,1,4,6,-9,8,-7,1

# In the list so far, these have a COOH group.
22	CC(NC(=O)OCc1ccccc1)C(=O)N1CC(O)CC1C(=O)O (stereo not given)
35	O=C(O)C(=O)/C(=C\c1ccccc1)c1ccc2ccccc2n1
41	COc1ccc(S(=O)(=O)N(C)CC(=O)O)c2ccccc12
Compound,22,35,41
HIV Rev-RRE inh,5,78*,6
FAK inh,-1,0,-1
PLK1 PBD inh,-25,-19,-22
F-actin modifier,11,6,-1
EphB4 ephrin blk,6,0,-7
PTPN22 inh 2,-2,-9,2
PTK2B oligo ant,0.91,-0.51,2.7
PLK1 kinase inh,-9,-13,-4
PTPN22 act,2,6,-1

# The results go on:
49	O=C(NC1CCCCC1)c1ccc(S(=O)(=O)N2CCCC2)cc1
50	CCNc1nc(N2CCOCC2)nc(N(c2ccccc2)c2ccccc2)n1
51	Cc1cccc(N2CCN(C(=O)CCCOc3ccccc3)CC2)c1C
52	Cn1nc(-c2ccccc2)c(-c2nc(-c3ccc(Cl)cc3)no2)c1Cl
53	CC1=NN(C(=O)c2csc(C)c2)C(O)(C(F)(F)F)C1 (stereo not given)
54	CN1CCN(C(=O)CCCOc2cc(=O)n(C)c3ccccc23)CC1
55	O=C(Nc1cc(C(F)(F)F)ccc1N1CCOCC1)c1ccccc1
56	Cc1cc(COc2ccccc2OCc2cc(C)no2)on1
Compound,49,50,51,52,53,54,55,56
HIV Rev-RRE inh,3,5,9,16,3,1,20,0
FAK inh,-2,2,4,0,0,-3,3,1
PLK1 PBD inh,-1,-10,-9,-2,9,-9,-11,1
F-actin modifier,20,-15,-4,-30,-6,5,6,-2
EphB4 ephrin blk,-1,2,7,-7,-3,-3,2,0
PTPN22 inh 2,2,4,2,-5,-8,9,-3,-4
PTK2B oligo ant,-0.01,0.7,-0.91,-0.37,-0.2,1,-1.5,0.19
PLK1 kinase inh,-6,2,-3,-15,0,-10,-11,-10
PTPN22 act,-1,-6,-5,6,5,-7,-1,0

57	OCc1nc2ccccc2n1CC(O)Cn1ccc2ccccc21 (stereo not given)
58	COc1ccc(OC)c2c(C)cc(NCCN3CCOCC3)nc12
59	COc1cccc(C2CC(c3cccs3)Nc3ncnn32)c1 (stereo not given)
60	O=C(CC(C(=O)O)C1CCCO1)NCCc1ccc2c(c1)OCO2 (stereo not given)
61	Cc1occc1-c1nnc(SCC(=O)Nc2nc(-c3ccccc3)cs2)o1
62	O=S(=O)(c1ccccc1)c1nc(-c2ccccc2)oc1N1CCCCC1
63	CCCCCCSc1nnc(-c2cnn(-c3ccccc3)c2-n2cccc2)n1C
64	COc1ccc2nc(NC(=O)C(NS(=O)(=O)c3cccs3)C(C)C)sc2c1 (stereo not given)
65	COc1ccc(S(=O)(=O)N(CC(=O)N2CCN(C)CC2)c2ccccc2)cc1OC
66	CC(C)CNC(=S)NC(=O)c1ccc([N+](=O)[O-])cc1
Compound,57,58,59,60,61,62,63,64,65,66
HIV Rev-RRE inh,0,1,2,4,3,8,-6,5,-4,-6
FAK inh,0,-2,-2,-1,-1,3,1,-2,-1,3
PLK1 PBD inh,28,-15,-6,-3,3,-14,-18,-19,12,-4
F-actin modifier,-1,-25,/,9,/,17,20,16,/,19
EphB4 ephrin blk,-6,1,-2,-6,-2,1,1,-8,-8,0
PTPN22 inh 2,0,7,-5,-6,14,1,4,-17,-8,-3
PTK2B oligo ant,2,1.2,1.6,2.3,1,0.72,-1.6,-0.69,-0.42,-0.33
PLK1 kinase inh,-14,2,0,-5,-10,-2,-4,-12,-9,-8
PTPN22 act,-1,-9,4,3,-12,-1,-2,16,5,6
